Assay outcomes (PubChem)
HEK293 tox: cytotoxic in the GLP-1 receptor inverse agonist counter-screen; HEK293 cAMP-luciferase reporter cells, luminescence, 24 h; Potency, µM (doses to about 38.3 µM), without a hit: at the top dose activity change, negative = inhibition, hits mostly inhibitors; 410,000 compounds, 0.13% hits; AID 624418;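 note: loss of luciferase light is scored as toxicity; potency is the fitted concentration of half-maximal effect; % is set by controls: 0 for no effect and ±100 for the full control effect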
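Cells in DMEM/10% Nu serum/1% pen-strep, 1536-well format. Pre-incubated 12 h, dosed with 23 nL compound, incubated a further 24 h. Luciferase detection, 12 min at room temp, luminescence.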
GLP1R inv ag: GLP-1 receptor (human) inverse agonism. P43220. HEK293 GLP-1R CRE-luciferase, luminescence, 24 h; GLP-1R form is constitutively active. Potency, µM (highest dose often 38.3 µM), for inactives: at the top dose activity change, negative = inhibition, actives largely listed as inhibitors. 410,000 compounds, 1.6% hits; note: potency is the fitted concentration of half-maximal effect; % is set by controls: 0 for no effect and ±100 for the full control effect; nearly all actives have a fitted effect of over 55% in size
Target sequence (P43220 whole entry, looked up): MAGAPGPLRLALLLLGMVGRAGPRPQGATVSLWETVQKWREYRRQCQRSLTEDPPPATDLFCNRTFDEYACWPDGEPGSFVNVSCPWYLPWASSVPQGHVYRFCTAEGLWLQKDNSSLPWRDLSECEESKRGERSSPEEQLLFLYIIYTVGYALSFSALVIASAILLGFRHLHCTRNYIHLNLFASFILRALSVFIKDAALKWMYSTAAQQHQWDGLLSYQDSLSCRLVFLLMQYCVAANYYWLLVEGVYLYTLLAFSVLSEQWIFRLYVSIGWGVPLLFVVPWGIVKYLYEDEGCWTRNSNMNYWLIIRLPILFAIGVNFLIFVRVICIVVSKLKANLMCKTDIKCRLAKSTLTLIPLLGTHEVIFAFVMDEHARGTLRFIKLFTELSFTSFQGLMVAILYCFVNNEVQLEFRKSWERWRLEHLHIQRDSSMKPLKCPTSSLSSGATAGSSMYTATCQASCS
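Inverse agonists were sought by their lowering of basal cAMP reporter luciferase output in HEK293 cells stably carrying constitutively active human GLP-1R, after 24 h compound treatment.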
TDP43 rescue: rescues yeast growth from TDP-43 toxicity; TDP-43 expressing yeast growth rescue, BacTiter-Glo, 24 h; AID 652104; 410,000 compounds, 1.8% hits; Potency, µM (highest dose often 46.1 µM), inactives show top-dose growth rescue (activation), most hits filed as activators; note: potency is the fitted concentration of half-maximal effect; % of control where 0% means no effect; nearly all actives have a fitted effect of over 50% in size
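Luminescence from BacTiter-Glo reports growth of TDP-43-expressing yeast after 24 hr at 30 deg C with compound. Cells were raffinose-pregrown to mid-log, then seeded in galactose medium at OD600=0.02.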
Mm-Cpn inhibitor: M. maripaludis TRiC chaperonin inhibition; 330,000 compounds, 0.031% hits; purified Mm-Cpn ATPase, ADP Transcreener TR-FRET; Potency, µM (highest dose often 76.9 µM), for the others: top-dose activity, negative = inhibition, most hits filed as inhibitors; note: potency is the fitted concentration of half-maximal effect; % is set by controls: 0 for no effect and ±100 for the full control effect; nearly all actives have a fitted effect of over 80% in size
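Compound-treated chaperonin, 25 nM final, turns over 10 uM ATP at 37°C for 30 min following a 10 min preincubation; ADP generated competes with ADP-d2 for Eu-cryptate antibody, lowering FRET.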
aSyn rescue: alpha-synuclein toxicity inhibition in yeast; Yeast expressing alpha-synuclein, growth rescue, BacTiter-Glo, 24 h; Potency, µM (series often up to 46.1 µM), inactives show at the top dose growth rescue (activation), hits mostly activators; 370,000 compounds, 0.14% hits; AID 652106; note: potency is the fitted concentration of half-maximal effect; % of control where 0% means no effect; nearly all actives have a fitted effect of over 65% in size
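Rescue of yeast growth: cells expressing toxic alpha-synuclein, induced in galactose at OD600 0.02, incubated with compound 24 h at 30 C. ATP luminescence quantified growth; inhibitors of toxicity appear as activators.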
FUS suppressor: FUS proteinopathy suppression in yeast; S. cerevisiae FUS-expressing, growth rescue, OD600, 24 h; Potency, µM (series often up to 76.6 µM), without a hit: top-dose growth rescue (activation), most hits filed as activators; 390,000 compounds, 0.24% hits;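 note: potency is the fitted concentration of half-maximal effect; plate controls were DMSO vehicle for no effect and reference control for full effect; nearly all actives have a fitted effect of over 55% in size; some results filed as inactive show a strong effect at the top dose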
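Yeast FUS proteinopathy model; galactose-induced FUS (2%), starting OD 0.005. Cpds in dilution series, 24hr, 30C, 99% humidity. Abs 600 nm growth. Pos ctrl CP55940 (top 92uM final); neg ctrl DMSO.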
PTHR1 ag: agonists of human PTHR1 parathyroid hormone receptor; Q03431; AID 743266; Potency, µM (doses to about 115 µM), inactives show at the highest dose activation, usual class: activators; HEK293 GP2 PTHR1 cells, GloSensor cAMP luminescence, 1 h; 410,000 compounds, 0.075% hits; note: potency is the fitted concentration of half-maximal effect; nearly all actives have a fitted effect of over 55% in size; some results filed as inactive show a strong effect at the top dose; inactives centre near -15; many of its hits are not listed in these tables
Target sequence (Q03431 whole entry, looked up): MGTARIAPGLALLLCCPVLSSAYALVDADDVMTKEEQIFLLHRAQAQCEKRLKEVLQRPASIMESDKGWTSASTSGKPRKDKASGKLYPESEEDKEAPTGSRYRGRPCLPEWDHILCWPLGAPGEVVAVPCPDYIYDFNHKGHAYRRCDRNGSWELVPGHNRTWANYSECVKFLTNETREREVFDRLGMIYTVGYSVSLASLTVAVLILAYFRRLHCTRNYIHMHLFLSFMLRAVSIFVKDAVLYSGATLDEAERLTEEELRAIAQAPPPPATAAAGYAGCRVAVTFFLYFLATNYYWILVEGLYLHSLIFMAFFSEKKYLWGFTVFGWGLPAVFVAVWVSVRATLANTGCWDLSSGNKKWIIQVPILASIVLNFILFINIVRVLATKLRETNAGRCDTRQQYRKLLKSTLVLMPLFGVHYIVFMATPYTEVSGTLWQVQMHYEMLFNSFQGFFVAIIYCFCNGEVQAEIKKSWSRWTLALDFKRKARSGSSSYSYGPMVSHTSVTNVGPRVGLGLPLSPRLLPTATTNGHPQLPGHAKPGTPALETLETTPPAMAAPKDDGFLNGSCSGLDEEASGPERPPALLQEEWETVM
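HEK-293-derived GP2 cells expressing PTHR1 and a GloSensor cAMP reporter, 3,000/well, plated overnight, given luciferin plus IBMX (each 0.5 mM as added) for 1 h at 37 °C, then compound for 1 h at 37 °C. Luminescence was read after 15 min at room temperature.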
Abeta yeast res: restores growth of yeast expressing A-beta42 peptide. yeast expressing A-beta42, growth rescue, OD600, 48 h; response scale: 0% DMSO, 100% iron-clioquinol control. Potency, µM (top dose mostly 46.1 µM), inactives show at the top dose growth rescue, hits mostly activators. 410,000 compounds, 0.063% hits; note: potency is the fitted concentration of half-maximal effect; nearly all actives have a fitted effect of over 55% in size
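Yeast growth medium received pinned compounds, then yeast cells expressing toxic A-beta were added; plates incubated at 30 C for 48 hr. Growth read as absorbance at 600 nm, normalized to DMSO and equimolar FeCl3 plus clioquinol controls.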
pAkt inh: Akt phosphorylation inhibition. Neuro2A IGF-stimulated pAkt S473 HTRF, 20 min; active compounds read low. activity change, % for hits at 50 µM. 360,000 compounds, 0.32% hits. AID 651550; in the data active = activity change below about -80%; inconclusive = mostly about -51% to -80%; note: % is set by controls: 0 for no effect and ±100 for the full control effect
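Single-point screen (50 µM final compound) in Neuro2A cells stimulated 20 min with 6 nM IGF at 37 deg C. After lysis, Ser473-phosphorylated Akt read by HTRF (ex 330 nm, em 615/665 nm) as the 665/615 ratio.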
* marks the source's active call; other numbers are inactive results; i = inactive; ? = inconclusive; . = no result given; & = joins results of further samples; [ ] = another dose, or the depositor's remark. Unless noted, calls come from the whole dose curve; as a rule, active = well fitted curve in the direction sought with a large enough effect; inconclusive = small, poorly fitted or top-dose-only effect, or another doubt; inactive = no such curve, though single readings can be large; an effect the other way counts as inactive or inconclusive.

| entry | structure | HEK293 tox | GLP1R inv ag | TDP43 rescue | Mm-Cpn inhibitor | aSyn rescue | FUS suppressor | PTHR1 ag | Abeta yeast res | pAkt inh |
| --- | --- | --- | --- | --- | --- | --- | --- | --- | --- | --- |
| 1 | CC(C)Cc1cc(C(=O)N2CCCC(CO)(Cc3ccc(F)cc3)C2)no1 (stereo not drawn) | 6% | ? | 13% | -5% | 7% | 30% | i | 17% | i |
| 2 | CCCCCC1CCC(c2nnc(SCC(C)=O)o2)CC1 (stereo not drawn) | -4%[7.66 µM] | -1%[7.66 µM] | -4% | 2% | -6% | -6% | -23% | 6% | i |
| 3 | CCOc1ccc(C=NNc2ccc(S(=O)(=O)Nc3ccccc3C(=O)O)cc2[N+](=O)[O-])cc1 | -27% | ? | -14% | 0% | -5% | 8% | -23% | -6% | i |
| 4 | CC(CCc1ccccc1)NC(=O)CSc1nc(N)cc(N)n1 (stereo not drawn) | 63%[activator] | 11% | -3% | -1% | 1% | 15% | 0% | -2% | i |
| 5 | CCCN(CCC)C(=O)Cn1c(=O)n(-c2ccc(Cl)cc2)c(=O)c2c3c(sc21)CCCC3 | 4% | 13% | 19% | . | . | -36% | i | -6% | . |
| 6 | Cc1csc(=Nc2ccc(S(=O)(=O)N3CCOCC3)cc2)n1Cc1ccco1 | 2%&-9% | -1%&-23% | 19%&5% | -12% | -5%&-16% | 16% | -24% | -14%&0% | i |
| 7 | CC1CCN(C(=S)NC(=O)c2cccc([N+](=O)[O-])c2)CC1 | -15% | 6% | -17% | -4% | -23% | 10% | i | ? | i |
| 8 | Cc1cccc(C)c1NC(=O)c1oc2c(c1C)-c1nn(Cc3ccccc3)cc1CC2 | -12% | ? | -6% | . | . | 5% | -45%[inhibitor] | 11% | . |
| 9 | OC1(c2ccccc2)C/C(=N\n2cnnc2)C=C1c1ccccc1 (stereo not drawn) | 18% | -2% | -20% | 0% | 12% | -7% | 9%[57.5 µM] | 10% | i |
| 10 | O=C(NC1CCCCCC1)c1cccc(COCC(F)(F)F)c1 | -1% | -12% | 28% | -1% | -8% | 19% | i | -9% | i |
| 11 | CSCC[C@H](NC(=O)OC(C)(C)C)C(=O)N1CCC(C(=O)NCC(=O)Nc2ccc(C)cc2)CC1 | -5% | 12% | -13% | 0% | -3% | -7% | i | -1% | i |
| 12 | CCOc1ccc(NC(=O)C(C)Oc2ccccc2C(=O)Nc2cccc(Cl)c2Cl)cc1 (stereo not drawn) | ? | ? | -3% | 2% | 12% | 17% | 26%[57.5 µM] | 3% | i |
| 13 | COc1ccc(C(=O)Nc2nnc(C(C)C)s2)cc1OC | 1% | 39%[activator] | 26% | . | . | 3% | i | -2% | . |
| 14 | CC(=O)c1c(C)[nH]c(C(=O)NCCc2ccc(Cl)cc2)c1C | 0% | -25% | 15% | -7% | -9% | -21% | -16% | -6% | i |
| 15 | N=c1n(CC(=O)c2ccc([N+](=O)[O-])cc2)c2ccccc2n1Cc1ccccc1Cl | -2% | 21% | -3% | 1% | 8% | 14% | -8% | -2% | i |
| 16 | Cc1ccc(C(=O)OCC(=O)NNC(=O)COc2ccc(Cl)cc2)c(O)c1 | -9% | ? | 0% | ? | 1% | 22% | -64%[inhibitor] | -9% | i |
| 17 | COc1ccc(CCNCC(O)COc2cccc(Br)c2)cc1OC (stereo not drawn) | -5% | ? | 2% | 1% | 3% | 8% | -3% | 2% | i |
| 18 | Cc1ccc(NC(=O)CCCCCC2NC(=O)NC2C)cc1 (stereo not drawn) | 5% | 4% | -21% | -2% | -2% | 20% | i | -11% | i |
| 19 | COc1ccc(/C=C2/SC(=O)N(CCNC(=O)C3COc4ccccc4O3)C2=O)cc1 (stereo not drawn) | 5% | 8% | 18% | 1% | -10% | 21% | i | 4% | i |
| 20 | CN(Cc1ccccc1F)c1nc(-c2cccs2)nc2ccccc12 | 6% | ? | ? | -15% | 3% | 19% | -17% | -39%[inhibitor] | i |
| 21 | COc1ccc([C@H]2CC(=O)C=C(c3ccccc3)C2)cc1 | 1% | ? | 18µM* | 0% | -1% | 25% | -39%[inhibitor] | ? | i |
| 22 | O=C(OCC(=O)N1CCOCC1)c1cccc(F)c1 | -10% | 5% | -5% | -2% | 5% | 1% | -6% | -3% | i |
| 23 | COc1cc(CNn2nnnc2N)ccc1OCc1c(Cl)cccc1Cl | 10% | -10% | -13% | -1% | -1% | 23% | i | 27% | i |
| 24 | Cc1nn(Cc2ccccc2)c(C)c1/C=N/NC(=O)c1ccncc1 | 7% | -3% | 7% | 0% | -8% | -4% | -18% | -4% | i |
| 25 | COc1ccc(CN(C(=O)c2ccccc2OC)C2CCS(=O)(=O)C2)cc1 (stereo not drawn) | -6% | 0% | -9% | 4% | 3% | 0% | -2%[57.5 µM] | 6% | i |
| 26 | COc1ccc(N2CCN(C(=O)c3cn(C4CCCC4)c(=O)c4c3c3ccccc3n4C)CC2)cc1 | -14% | ? | 20µM* | -6% | 14% | ? | 14% | 6% | i |
| 27 | CCc1nnc(NC(=O)CSc2nnc(C(C)NC(=O)c3ccccc3)n2C)s1 (stereo not drawn) | -4% | 0% | -16% | 0% | -4% | -1% | i | -7% | i |
| 28 | CCCCCc1nc2c(c(=O)c3ccccc3n2C)c(=O)n1Cc1ccc(OC)cc1 | 0% | -4% | 8% | -15% | 4% | ? | -18% | -9% | i |
| 29 | CC1Cn2c(CCc3ccccc3)nnc2S1 (stereo not drawn) | 4% | -10% | -1% | 3% | -8% | -2% | i | 6% | i |
| 30 | CC1CCN(c2nc3c(-c4cccc(Br)c4)nnn3c3ccccc23)CC1 | -3% | 6% | 8% | . | . | -27% | -49%[inhibitor] | -7% | . |

(more compounds)
Values run as follows: HEK293 tox | GLP1R inv ag | TDP43 rescue | Mm-Cpn inhibitor | aSyn rescue | FUS suppressor | PTHR1 ag | Abeta yeast res | pAkt inh
31) CC(C)(C)NC(=O)C(c1cc2ccccc2o1)n1c(=O)c(-c2ccco2)nc2ccccc21 (stereo not drawn)
  1% | ? | -10% | . | -2% | 28% | -4% | -13% | i
32) Cc1ccc(-c2noc(C3CCN(S(C)(=O)=O)CC3)n2)o1
  3% | 3% | 4% | 0% | 0% | 6% | -10%[57.5 µM] | 17% | i
33) CCCCCCSc1ccc(-c2nc3ccc(Cl)cn3c2NC2CCCCC2)cc1
  3% | 2% | 9% | -7% | 6% | -22% | -14% | -15% | i
34) CCOC(=O)c1ccc(S(=O)(=O)NC2CC2)cc1
  7% | 6% | 5% | 2% | 1% | -19% | i | 12% | i
35) COC(=O)c1cc(-c2ccc(OC)c(OC)c2)on1
  -5% | 36%[activator] | ? | 3% | 8% | 0% | i | 3% | i
36) C=CCN1C=C2C(=O)C(C)(OC(=O)CCc3ccccc3)C(=O)C=C2C=C1c1ccc(C#N)cc1 (stereo not drawn)
  6% | 17% | -11% | -2% | -1% | ? | 18% | -16% | i
37) CCn1cc(/C=N\NC(=O)c2ccc(F)cc2)cn1
  ? | -17% | 5% | 1% | 0% | 19% | i | 4% | i
38) CC(C)CCN(Cc1ccco1)C(=O)Cn1ncc2c([nH]c3ccccc32)c1=O
  -10% | ? | 3% | . | . | -6% | -41%[inhibitor] | -16% | .
39) CCOC(=O)c1ccc(N2C(=O)c3n[nH]c(C)c3C2c2ccc(OC)cc2)cc1 (stereo not drawn)
  -1% | 0% | -8% | 2% | -9% | 24% | i | 16% | i
40) Cc1ccc(S(=O)(=O)N2[C@@H](c3ccc(C(C)(C)C)cc3)C(C(=O)O)=CC[C@H]2c2ccc(Cl)c(Cl)c2)cc1
  1% | 4% | 12% | 0% | 0% | -12% | -25% | 0% | i
41) O=C1CCC2(CCCCC2)N1
  3% | 2% | -12% | . | 5% | 0% | 0% | 5% | i
42) O=C(COC(=O)COc1ccc2c(c1)CCC2)Nc1ccccc1
  1% | 16% | -10% | 0% | -4%[1.84 µM] | -8% | -11% | -1% | i

Quoted from above: entries 12 to 18
Values run as follows: HEK293 tox | GLP1R inv ag | TDP43 rescue | Mm-Cpn inhibitor | aSyn rescue | FUS suppressor | PTHR1 ag | Abeta yeast res | pAkt inh
12) CCOc1ccc(NC(=O)C(C)Oc2ccccc2C(=O)Nc2cccc(Cl)c2Cl)cc1 (stereo not drawn)
  ? | ? | -3% | 2% | 12% | 17% | 26%[57.5 µM] | 3% | i
13) COc1ccc(C(=O)Nc2nnc(C(C)C)s2)cc1OC
  1% | 39%[activator] | 26% | . | . | 3% | i | -2% | .
14) CC(=O)c1c(C)[nH]c(C(=O)NCCc2ccc(Cl)cc2)c1C
  0% | -25% | 15% | -7% | -9% | -21% | -16% | -6% | i
15) N=c1n(CC(=O)c2ccc([N+](=O)[O-])cc2)c2ccccc2n1Cc1ccccc1Cl
  -2% | 21% | -3% | 1% | 8% | 14% | -8% | -2% | i
16) Cc1ccc(C(=O)OCC(=O)NNC(=O)COc2ccc(Cl)cc2)c(O)c1
  -9% | ? | 0% | ? | 1% | 22% | -64%[inhibitor] | -9% | i
17) COc1ccc(CCNCC(O)COc2cccc(Br)c2)cc1OC (stereo not drawn)
  -5% | ? | 2% | 1% | 3% | 8% | -3% | 2% | i
18) Cc1ccc(NC(=O)CCCCCC2NC(=O)NC2C)cc1 (stereo not drawn)
  5% | 4% | -21% | -2% | -2% | 20% | i | -11% | i

The list is partial; rates above refer to the full screens.
